Bioassay records as filed in PubChem.
14-3-3 Bad PPI – disrupts binding of bovine 14-3-3 zeta to phospho-Bad peptide | P63103 | TR-FRET 14-3-3zeta/Dy647-pBad peptide displacement, 1 h | inhibition, % at 21.7 µM | hit rate 0.71% among 220,000 | AID 781;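 active means inhibition above about 70%, limit read from the data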;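 further: 0% = full 14-3-3 plus peptide FRET controls and 100% = background without 14-3-3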
p97 ATPase inh – blocks human p97 ATPase activity | P55072 | recombinant p97 ATPase, Kinase-Glo ATP luminescence, 3 h | inhibition, % at 8 µM | hit rate 0.42% among 220,000 | AID 1481; in the data active means inhibition above about 15%;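 further: 0% = DMSO vehicle and 100% = wells lacking enzyme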
Wee1 stabilizer – inhibitors of human Wee1 degradation. hit rate 1.2% among 220,000. reporter increase, % at 5 µM. P30291. AID 1321. HeLa Luc-Wee1K328M stability, luciferase luminescence; 100% = proteasome inhibitor MG132 effect;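 active means activation above the mean of all tested compounds plus 3 SD, set per screening run, cut at about 8.8% in these data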;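 further: cells exposed to compound for 20 h before luminescence read; 0% = DMSO alone and 100% = MG132 at 30 µM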
Target sequence (P30291 whole entry K328M): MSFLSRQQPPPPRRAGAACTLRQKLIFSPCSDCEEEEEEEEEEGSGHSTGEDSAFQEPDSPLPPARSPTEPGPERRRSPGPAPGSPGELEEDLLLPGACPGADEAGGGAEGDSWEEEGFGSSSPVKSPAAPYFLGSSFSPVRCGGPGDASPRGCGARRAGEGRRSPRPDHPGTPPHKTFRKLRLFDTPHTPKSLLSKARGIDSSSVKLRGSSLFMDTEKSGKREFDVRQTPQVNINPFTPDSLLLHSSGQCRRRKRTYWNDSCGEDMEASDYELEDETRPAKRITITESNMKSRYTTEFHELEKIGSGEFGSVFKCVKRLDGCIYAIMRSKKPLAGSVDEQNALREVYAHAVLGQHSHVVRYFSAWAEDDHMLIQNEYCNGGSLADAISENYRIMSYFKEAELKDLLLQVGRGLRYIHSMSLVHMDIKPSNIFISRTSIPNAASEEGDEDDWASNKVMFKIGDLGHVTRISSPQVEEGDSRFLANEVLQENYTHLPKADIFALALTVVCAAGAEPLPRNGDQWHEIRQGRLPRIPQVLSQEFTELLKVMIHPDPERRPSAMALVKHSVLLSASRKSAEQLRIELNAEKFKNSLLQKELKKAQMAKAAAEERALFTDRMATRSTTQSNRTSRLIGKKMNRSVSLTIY
eIF4E 4G PPI – inhibitors of eIF4E and eIF4G interaction in translation initiation; P63073+Q04637; TR-FRET eIF4E-eIF4GI(517-606) binding, 2 h; inhibition, % at 21.7 µM; hit rate 0.37% among 220,000;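 active means inhibition above about 30%, limit read from the data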;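 further: 0% = full FRET control wells and 100% = background wells lacking eIF4GI fragment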
FXIIa inh 1536 – inhibitors of human coagulation factor XIIa. P00748. inhibition, % at 5 µM. hit rate 0.3% among 220,000. AID 800. purified FXIIa, Boc-QGR-AMC fluorogenic substrate, 2 h; in the data active means inhibition above about 40%;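 further: 0% = enzyme with no compound and 100% = blank without enzyme; many of its hits are not listed in these tables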
FXIa inh 1536 – inhibitors of human coagulation factor XIa | purified FXIa, Boc-Glu-Ala-Arg-AMC fluorogenic substrate | inhibition, % at 5 µM | hit rate 0.14% among 220,000 | P03951;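 active means inhibition of at least 40%; inactive means inhibition below 40%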;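 further: fluorescence of freed AMC excited at 355 nm; 0% = enzyme without compound and 100% = no enzyme blank; many of its hits are not listed in these tables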
MDM2 E3 inh – Mdm2 E3 ligase (human) inhibition | Q00987 | cell-based MDM2 ubiquitination luciferase reporter, 2 h; 0 = plate control, 100 = twice control, blank-subtracted | signal enhancement, % at 5 µM | hit rate 0.11% among 210,000 | AID 1230;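 active means signal enhancement of 30% or more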;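 further: luminescence tracks abundance of the self-degrading MDM2-luciferase fusion protein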
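Material: Stable MDM2–luciferase fusion reporter cells | Amount: 2000 cells seeded into each well | Dosing: One concentration, 5 µM, with 0.2% DMSO | Incubation: 4 h cell settling then 2 h compound exposure, 37 °C | Measured by: Luciferase luminescence | Read-out basis: % enhancement relative to plate controls after blank subtraction | Benchmarks: Control and blank well means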
Rad51 HR inh – blocks human Rad51 in homologous recombination; Q06609; hRad51 DNA strand exchange, fluorescence dequenching; inhibition, % at 10 µM; hit rate 0.085% among 200,000; AID 1385;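 active means inhibition above 40% at the single screening dose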;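 further: 0% = DMSO control wells and 100% = blanks with heterologous ssDNA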
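Test system: preformed human Rad51 ssDNA filaments; also added: Donor/quencher-labelled 47-bp dsDNA substrate; doses: 10 µM final, single point; times: 37 °C 15-min filament assembly, 30-min compound preincubation, 15-min exchange; detection: FRET fluorescence dequenching, excitation 485 nm, emission 520 nm; read-out basis: Fluorescence-based percent inhibition, control- and blank-normalised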
hK5 inh – inhibitors of human kallikrein 5; Q9Y337; recombinant hK5, fluorogenic AMC substrate cleavage; inhibition, % at 5 µM; hit rate 0.59% among 210,000;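 active means inhibition of 40% or more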;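 further: 0% = enzyme controls without compound and 100% = no-enzyme blanks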
Target sequence (Q9Y337 67-293 limits assumed): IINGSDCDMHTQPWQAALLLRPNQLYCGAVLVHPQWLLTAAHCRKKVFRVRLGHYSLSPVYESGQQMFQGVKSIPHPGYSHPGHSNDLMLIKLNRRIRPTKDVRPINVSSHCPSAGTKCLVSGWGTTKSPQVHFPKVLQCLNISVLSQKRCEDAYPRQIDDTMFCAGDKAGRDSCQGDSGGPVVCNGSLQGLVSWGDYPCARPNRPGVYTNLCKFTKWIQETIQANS
* = called active by the depositor; . = not tested or not shown; [ ] = remark or other dose.

(1) Cc1ccccc1OCC(=O)NC(=S)Nc1ccc(N2CCCC2)cc1
(2) CC(CN1CCOCC1)OC(=O)c1ccc2c(c1)OCCO2 (stereo not drawn)
(3) CCCCCC(=O)Nc1ccc2ccccc2c1
(4) COc1ccc(C(=O)N(CC2CCCO2)C(C(=O)NC2CCCC2)c2ccc(Cl)cc2)cc1OC (stereo not drawn)
(5) O=C(O)c1ccc(F)c(S(=O)(=O)Nc2ccccc2Cl)c1
(6) O=C(Nc1nnc(C2CC2)s1)c1cc(S(=O)(=O)N2CCN(c3ccccc3)CC2)ccc1Cl
(7) O=C(NCCCN1CCOCC1)c1ccccc1-c1ccccc1
(8) O=C(OCc1nnc(-c2ccccc2)o1)c1cc(=O)c2ccccc2o1
screen / no.	1	2	3	4	5	6	7	8
Rad51 HR inh	-9	3	.	-4	4	-3	0	3
MDM2 E3 inh	-12	-12	-5	5	-5	-13	-13	-3
hK5 inh	-3	29	124*	21	86*	4	-36	1
FXIa inh 1536	1	21	17	15	2	3	-3	-2
p97 ATPase inh	2	2	-3	-1	-4	-3	-4	1
14-3-3 Bad PPI	-18	23[fluorescence artefact?]	36	12	21	5	-5	9
FXIIa inh 1536	11	18	22	11	0	20	1	3
eIF4E 4G PPI	3	-3	7[fluorescence artefact?]	4	15	-10	-5	1
Wee1 stabilizer	1	0	6	5	-1	-4	1	-1

(9) COc1ccccc1N1C(=O)CSC1=NC(=O)c1ccccc1
(10) Cc1csc(C(C#N)C(=O)c2cc3ccccc3o2)n1 (stereo not drawn)
(11) Cc1cc(C(=O)OCC(=O)Nc2cc(S(=O)(=O)N3CCOCC3)ccc2Cl)c(C)o1
(12) Cc1nc2ccccc2n1CC(O)COc1ccc(Br)cc1 (stereo not drawn)
(13) O=C1SC(SC(=Nc2ccccc2)Nc2ccccc2)C(=O)N1c1ccccc1 (stereo not drawn)
(14) Cc1ccc(C(=O)/C=C/Nc2ccc3c(c2)OCO3)cc1
(15) COc1ccc2sc(SCCCS(=O)(=O)O)[n+](CCCS(=O)(=O)[O-])c2c1
(16) C/C(=N\NC(=O)Cc1cccc2ccccc12)c1ccncc1
screen / no.	9	10	11	12	13	14	15	16
Rad51 HR inh	1	-3	-3	-2	.	-3	6	9
MDM2 E3 inh	-13	-17	-12	-2	-5	4	-11	-9
hK5 inh	-6	8	-25	1	-7	-1	-8	-21
FXIa inh 1536	0	-1	-7	-3	6	-3	2	1
p97 ATPase inh	9	6	16*	-2	-5	-2	-3	3
14-3-3 Bad PPI	1	38[fluorescence artefact?]	-7	-3	7	-8	4	-18
FXIIa inh 1536	2	-8	9	11	9	6	-1	6
eIF4E 4G PPI	2	6[fluorescence artefact?]	-7	-3	-4	1	8	-2
Wee1 stabilizer	0	3	-3	0	3	0	-2	-3

From no. 1 to 8, as listed above:
(1) Cc1ccccc1OCC(=O)NC(=S)Nc1ccc(N2CCCC2)cc1
(2) CC(CN1CCOCC1)OC(=O)c1ccc2c(c1)OCCO2 (stereo not drawn)
(3) CCCCCC(=O)Nc1ccc2ccccc2c1
(4) COc1ccc(C(=O)N(CC2CCCO2)C(C(=O)NC2CCCC2)c2ccc(Cl)cc2)cc1OC (stereo not drawn)
(5) O=C(O)c1ccc(F)c(S(=O)(=O)Nc2ccccc2Cl)c1
(6) O=C(Nc1nnc(C2CC2)s1)c1cc(S(=O)(=O)N2CCN(c3ccccc3)CC2)ccc1Cl
(7) O=C(NCCCN1CCOCC1)c1ccccc1-c1ccccc1
(8) O=C(OCc1nnc(-c2ccccc2)o1)c1cc(=O)c2ccccc2o1
screen / no.	1	2	3	4	5	6	7	8
Rad51 HR inh	-9	3	.	-4	4	-3	0	3
MDM2 E3 inh	-12	-12	-5	5	-5	-13	-13	-3
hK5 inh	-3	29	124*	21	86*	4	-36	1
FXIa inh 1536	1	21	17	15	2	3	-3	-2
p97 ATPase inh	2	2	-3	-1	-4	-3	-4	1
14-3-3 Bad PPI	-18	23[fluorescence artefact?]	36	12	21	5	-5	9
FXIIa inh 1536	11	18	22	11	0	20	1	3
eIF4E 4G PPI	3	-3	7[fluorescence artefact?]	4	15	-10	-5	1
Wee1 stabilizer	1	0	6	5	-1	-4	1	-1

Remaining list, next part
(17) CCc1ccc(OCc2nnc(NC(=O)c3cccs3)s2)cc1
(18) COc1cc(Cl)ccc1NC(=S)N(CCN1CCOCC1)C1CCN(C(C)=O)CC1
(19) CCOc1ncccc1C(=O)Nc1cccc(-c2nnc3n2CCCCC3)c1
(20) CCCCC(=O)Nc1ccc(C(=O)Nc2cc(C(F)(F)F)ccc2Cl)cc1
(21) Cc1c(C(=O)N(Cc2ccccc2)Cc2cccnc2)cnn1-c1ccc(F)cc1
(22) CCOC(=O)CSc1nc(C2CC2)cc(-c2ccc(Cl)cc2)c1C#N
(23) COc1ccc(C)cc1S(=O)(=O)Nc1cccnc1
(24) CCOc1ccc(C(NC(=O)/C=C/c2ccco2)c2ccc(OC)c(OC)c2)cc1 (stereo not drawn)
screen / no.	17	18	19	20	21	22	23	24
Rad51 HR inh	3	-10	2	.	7	1	3	-2
MDM2 E3 inh	.	-14	-10	-8	-12	-2	-9	-4
hK5 inh	-7	-5	2	-8	-6	-9	-3	-7
FXIa inh 1536	-7	-5	-3	1	-2	8	-6	10
p97 ATPase inh	2	-1	1	2	-7	-3	4	0
14-3-3 Bad PPI	9	-10	-4	-1	-9	6[fluorescence artefact?]	-6[fluorescence artefact?]	5[fluorescence artefact?]
FXIIa inh 1536	-1	4	.	3	1	9	-17	7
eIF4E 4G PPI	-19	-4	-4	4	0	0	-6[fluorescence artefact?]	-12
Wee1 stabilizer	1	2	2	-1	1	-1	0	1

(25) COc1cc(OC)cc(-c2nnc(Sc3ccc(C=O)cc3[N+](=O)[O-])o2)c1
(26) C=CCn1c(O)c(N=NC(=S)Nc2ccc(OC)c(Cl)c2)c2ccccc21
(27) CCC(CO)NCc1ccc(OC2CCCC2)cc1 (stereo not drawn)
(28) Cc1ccccc1NS(=O)(=O)c1ccc(C2CNC(=O)C2)cc1 (stereo not drawn)
(29) COc1ccc(NC(C)=O)cc1C
(30) CCC(CC)N=C1NS(=O)(=O)c2cc([N+](=O)[O-])ccc21
(31) COc1cccc(/C=N/NC(=O)c2nc(-c3ccccc3)cc(-c3ccccc3)n2)c1
(32) COC(=O)c1ccc(C(=O)OC)c(NS(C)(=O)=O)c1
screen / no.	25	26	27	28	29	30	31	32
Rad51 HR inh	5	.	1	-4	31	-4	-1	-1
MDM2 E3 inh	-1	-4	8	-12	-17	-11	0	-17
hK5 inh	-7	-8	-9	-14	-1	-9	-7	-4
FXIa inh 1536	5	10	8	9	-2	-3	3	-8
p97 ATPase inh	-3	8	4	-3	6	1	0	5
14-3-3 Bad PPI	3	-5	2	-7[fluorescence artefact?]	-12	-4	2	0
FXIIa inh 1536	22	14	14	9	6	1	7	6
eIF4E 4G PPI	2	0[fluorescence artefact?]	-3	-11[fluorescence artefact?]	5	0	1	-11
Wee1 stabilizer	-3	-1	-1	0	-1	0	1	2

(33) Nc1nc(NCc2ccco2)nc(Nc2ccccc2)c1[N+](=O)[O-]
(34) O=c1cc(N2CCN(c3ccccc3)CC2)[nH]c(=O)n1C1CCCCC1
(35) COc1ccc(C(=O)Nc2nnc(-c3cccs3)s2)cc1
(36) O=C(Cn1cccc1C(=O)c1ccccc1)NCc1cccc(Cl)c1
(37) COc1ccc(N(CC(=O)NCc2ccco2)S(=O)(=O)c2ccc(OC)c(OC)c2)cc1
(38) Cc1ccc(NC(=O)C2CCN(S(=O)(=O)c3cccs3)CC2)cc1C
(39) Cc1cccc(NC(=O)CN2C(=O)COc3ccc(Cl)cc32)c1C
(40) Cc1nn(-c2ccccc2)c(C)c1S(=O)(=O)O
screen / no.	33	34	35	36	37	38	39	40
Rad51 HR inh	-25	8	7	11	-1	2	2	-4
MDM2 E3 inh	-18	-8	-28	-11	-20	-6	-13	-16
hK5 inh	0	5	-24	6	-4	0	-1	0
FXIa inh 1536	3	9	2	-6	17	0	-3	-2
p97 ATPase inh	13	-5	2	2	3	0	-2	6
14-3-3 Bad PPI	3	-6	11	-18	-1	-7	2	25
FXIIa inh 1536	3	-3	8	1	21	16	6	2
eIF4E 4G PPI	3	-3	-21	-1	-5	5	2	3
Wee1 stabilizer	-2	-2	0	-4	0	1	-1	4

(41) COCCCNC(CC(=O)Nc1ccc(OC)cc1OC)C(=O)O (stereo not drawn)
(42) O=C(O)c1ccccc1N1C(=O)C2C3c4ccccc4C(Br)(c4ccccc43)C2C1=O (stereo not drawn)
(43) OC1(c2ccc3ccccc3c2)CCN(Cc2ccccc2)C1 (stereo not drawn)
(44) O=C(CSc1nc2ccccc2c(=O)[nH]1)N1CCN(S(=O)(=O)c2ccccc2)CC1
(45) Cn1cc(C(=O)N/N=C/c2c(O)ccc3ccccc23)ccc1=O
(46) Nc1nc(NC(=O)c2ccc(Cl)cc2)nn1-c1ccccc1
(47) Cc1ccc(C(=O)NC(=S)NCc2cccnc2)cc1C
(48) COc1ccc2nc(NC(=O)C3CCCN(S(=O)(=O)c4cccc5nonc45)C3)sc2c1 (stereo not drawn)
screen / no.	41	42	43	44	45	46	47	48
Rad51 HR inh	-2	0	1	.	-6	2	5	-2
MDM2 E3 inh	-4	-18	-2	-11	-2	-4	-4	-15
hK5 inh	-6	14	-3	2	0	-20	-7	-28
FXIa inh 1536	-7	32	-4	4	-1	1	-11	5
p97 ATPase inh	1	-3	-2	-6	3	5	2	7
14-3-3 Bad PPI	6	2	18	-17	-33	-24	-12	14
FXIIa inh 1536	14	26	-1	-6	3	5	2	6
eIF4E 4G PPI	-8[fluorescence artefact?]	-3	0[fluorescence artefact?]	2	1	-3	-1	2
Wee1 stabilizer	3	-2	-2	4	-2	1	-2	-1

(49) O=C(c1ccc2c(c1)OCCO2)C1CCN(S(=O)(=O)c2ccc(F)cc2)CC1
(50) Cc1ccc(NC(=O)COC(=O)C2CC(=O)N(Cc3ccccc3)C2)cc1F (stereo not drawn)
(51) O=C(NCCN1CCCC1)c1ccc2c(c1)N(Cc1ccc(F)cc1)C(=O)c1ccccc1S2=O (stereo not drawn)
(52) C=C(C)c1cccc(C(C)(C)NC(=O)N2CCOCC2)c1
(53) CCC(C)(C)n1nnnc1C(c1ccc(C)cc1)N(Cc1ccco1)Cc1cccs1 (stereo not drawn)
(54) Cc1ncn2cc(-c3ccc(Cl)cc3Cl)[nH]c(=O)c12
(55) O=C(c1ccc(CS(=O)(=O)c2ccc(Br)cc2)o1)N1CCN(C2CCCCC2)CC1
(56) COc1cc(OC)c(OC)cc1/C=C1\CCC(C2CCCC2)C1=O (stereo not drawn)
screen / no.	49	50	51	52	53	54	55	56
Rad51 HR inh	.	23	-7	2	-4	-10	.	0
MDM2 E3 inh	-16	-13	-15	-7	-20	-14	-28	-9
hK5 inh	-14	0	25	-23	6	63*	-10	5
FXIa inh 1536	-8	-1	-6	-13	-1	13	1	3
p97 ATPase inh	2	3	2	-3	1	1	2	-6
14-3-3 Bad PPI	13	-11	-2	-6	-3	2	-3[fluorescence artefact?]	-2
FXIIa inh 1536	-2	4	9	0	13	11	12	10
eIF4E 4G PPI	13	9	-3	-3	0	-5	4	-1
Wee1 stabilizer	-2	2	3	1	1	-1	0	-1
